High-throughput results deposited in PubChem by The Scripps Research Institute Molecular Screening Center.
MITF inh: MITF inhibitors, primary screen, biochemical, AlphaScreen, human. AlphaScreen MITF homodimerization, bead proximity signal. inhibition, % at 2.6 µM. 0.91% of 650,000 active. AID 1259374, 2018; in the data active = inhibition above about 50%;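 note: 0% = vehicle wells with protein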
TEAD-YAP block: TEAD-YAP interaction inhibition, primary screen, TEAD-YAP interaction inhibitor project, luminescence, HEK-TIYL cells; inhibition, % at 9.12 µM; 1.4% of 640,000 active; AID 1259422, 2018; TEAD-Gal4/YAP UAS-luciferase luminescence; in the data active = inhibition above about 32%;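 note: 0% = median of test compound wells and 100% = reference inhibitor wells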
GPR151 ag: activators of human GPR151, primary screen, cell-based, PathHunter beta-arrestin, luminescence | PathHunter beta-arrestin GPR151 cells | activation, % at 11.2 µM | 1% of 650,000 active; in the data active = activation above about 4.9%;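 note: 0% = median of compound wells and 100% = cells with positive control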
Target sequence (Q8TDV0 whole entry, looked up): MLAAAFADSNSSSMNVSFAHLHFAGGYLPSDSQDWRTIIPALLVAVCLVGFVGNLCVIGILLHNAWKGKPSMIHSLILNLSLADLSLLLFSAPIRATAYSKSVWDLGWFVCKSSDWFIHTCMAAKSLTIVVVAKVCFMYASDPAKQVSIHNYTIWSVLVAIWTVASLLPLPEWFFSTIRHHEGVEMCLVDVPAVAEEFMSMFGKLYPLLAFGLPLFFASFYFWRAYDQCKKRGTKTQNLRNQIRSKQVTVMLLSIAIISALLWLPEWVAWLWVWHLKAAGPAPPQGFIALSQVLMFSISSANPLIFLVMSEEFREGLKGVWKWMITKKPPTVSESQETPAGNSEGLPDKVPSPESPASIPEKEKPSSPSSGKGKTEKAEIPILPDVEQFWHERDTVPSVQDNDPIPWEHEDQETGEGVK
FBW7 activator: FBW7 E3 ligase activators, primary screen, biochemical, AlphaScreen, human; F-box/WD repeat-containing protein 7 (Homo sapiens), Q969H0; AlphaScreen FBW7–phospho-cyclin E peptide binding, activator screen; normalized activity (activation), % at 26.1 µM; 0.13% of 650,000 active; in the data active = normalized activity above about 1.9%;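 note: purified mutant Fbw7 with reduced substrate affinity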
The depositor's hits bear a star; x = no result given.

SMILES	MITF inh	TEAD-YAP block	GPR151 ag	FBW7 activator
COCCNC(=O)c1cnn2c(C)c(Cc3ccc(C)cc3)c(C)nc12	0	12	3.1	0.0
O=C(CSc1nc2ccccc2o1)Nc1ccc(Br)cc1	-3	-9	0.2	0.0
CC(=O)c1cccc(NC(=O)CC2S/C(=N\N=C\c3cccs3)NC2=O)c1 (stereo not drawn)	24	-11	-1.1	0.0
Cc1nc(N2CCN(c3ccccn3)CC2)c2c(C)c(C(=O)Nc3ccc(Cl)cc3)sc2n1	4	-15	1.6	0.3
CCN(c1ccccc1)c1nc2nonc2nc1NCCO	11	-4	-1.2	0.0
COc1cc(C2CC(=O)NC3=C2C(=O)CC(c2ccc(OC)c(OC)c2)C3)ccc1O (stereo not drawn)	17	10	-0.6	0.7
COc1ccccc1CN1CCNC(=O)C1CC(=O)NCc1ccc(F)cc1 (stereo not drawn)	12	17	0.4	-0.1
O=c1[nH]c2ccc(S(=O)(=O)Nc3ccc(Br)cc3F)cc2[nH]c1=O	10	7	0.8	0.1
CCOc1ccc(NC(=O)CSc2nc3ccccc3c(=O)n2Cc2ccc3c(c2)OCO3)cc1	-8	-3	0.8	-0.1
O=[N+]([O-])c1c(Nc2ccc(S(=O)(=O)Nc3nccs3)cc2)ccc2nonc12	10	14	0.9	0.0
CC(=O)Nc1ccc(NC(=O)C2CCC(C(=O)Nc3ccc(NC(C)=O)cc3)CC2)cc1 (stereo not drawn)	11	13	1.0	-0.2
COCc1cc(C)nc(SCC(=O)c2ccc(C)cc2C)c1C#N	-16	-2	2.1	0.1
Cc1cc(NNC(=O)c2ccccc2)nc(NNC(=O)c2ccccc2)n1	9	3	-0.2	0.1
CCOC(=O)c1c(-c2ccccc2)oc2ccc(OC/C=C/c3ccccc3)cc12	14	-1	-1.0	0.0
Cc1ccc(S(=O)(=O)N2CCN(c3ccc([N+](=O)[O-])c4cccnc34)CC2)cc1	9	-18	0.7	-0.1
COc1ccc(NC(=O)Nc2ccc(CN3CCN(C)CC3)cc2)cc1	8	-45	-0.1	0.2
CCOc1cc([N+](=O)[O-])cc(/C=N/NC(=O)C2COc3ccccc3O2)c1O (stereo not drawn)	10	4	2.0	-0.2
Cc1ccccc1OCC(=O)Nc1cccc2c(NC(=O)COc3ccccc3C)cccc12	8	2	-1.0	-0.1
CCOC(=O)C1=C(C)NC2=C(C(=O)C(C(=O)OC)C(C)C2)C1c1ccc(OC(C)=O)cc1 (stereo not drawn)	7	3	-0.8	0.1
CCOc1ccc(-n2cc(C(=O)N3CCCC(C)C3)c3cc(OC)c(OC)cc3c2=O)cc1 (stereo not drawn)	11	20	0.0	0.1

Grouped by structure: those above containing an aryl methoxy group.
SMILES	MITF inh	TEAD-YAP block	GPR151 ag	FBW7 activator
COc1cc(C2CC(=O)NC3=C2C(=O)CC(c2ccc(OC)c(OC)c2)C3)ccc1O (stereo not drawn)	17	10	-0.6	0.7
COc1ccccc1CN1CCNC(=O)C1CC(=O)NCc1ccc(F)cc1 (stereo not drawn)	12	17	0.4	-0.1
COc1ccc(NC(=O)Nc2ccc(CN3CCN(C)CC3)cc2)cc1	8	-45	-0.1	0.2
CCOc1ccc(-n2cc(C(=O)N3CCCC(C)C3)c3cc(OC)c(OC)cc3c2=O)cc1 (stereo not drawn)	11	20	0.0	0.1

Continuation.
SMILES	MITF inh	TEAD-YAP block	GPR151 ag	FBW7 activator
COCCNC(=O)Cc1ccc(Br)cc1	-12	-2	-0.2	0.1
COC(=O)c1c(NC(=O)c2cc([N+](=O)[O-])ccc2Cl)sc2c1C(C(=O)OC)CC2 (stereo not drawn)	6	7	0.0	0.0
Cn1cnc2c(cnn2-c2ccc(F)cc2)c1=O	-13	2	-0.1	-0.2
O=C(NC(=S)Nc1ccc2oc(-c3cccnc3)nc2c1)c1ccco1	8	3	0.2	0.1
Cn1c(=O)c2c(ncn2CC(=O)Nc2nnc(CCc3ccccc3)s2)n(C)c1=O	16	-1	-1.4	0.4
COC(=O)c1cccc(NC(=O)c2ccc[n+]([O-])c2)c1	7	7	2.1	0.8
Cc1nn(C(=O)c2cccs2)c(C)c1Br	-13	6	0.5	-0.1
COc1ccccc1N(C(=O)c1ccccc1)c1nc(C(F)(F)F)c(-c2ccccc2)s1	7	3	0.4	0.0
CC(C)c1ccc(NC(=O)CSc2nc3ccc(NC(=O)c4cccc5ccccc45)cc3s2)cc1	-6	-8	2.2	-0.1
CCN(CC)S(=O)(=O)c1ccc(-c2nnc(SCC(=O)O)n2CC)cc1	9	-1	0.5	0.1
O=c1oc2ccccc2cc1-c1nnc(Nc2cc([N+](=O)[O-])ccc2F)s1	-4	-8	0.4	0.0
CC1(C)Cc2cccc(Oc3ccc([N+](=O)[O-])nc3)c2O1	0	-6	-0.6	0.2
Cc1c(C#N)sc2nc(-c3ccccc3)nc(/N=C/N(C)C)c12	15	5	1.8	0.1
C#C[C@]1(O)CC[C@H]2[C@@H]3CCC4=CC(=O)CC[C@@H]4[C@H]3CCC21C (stereo partly drawn)	24	x	-1.6	0.0
CN(C)C(=O)c1nc2ccc(Cl)cn2c1CN1CCN(C)C(c2ccccc2)C1 (stereo not drawn)	9	-7	-0.3	0.5
COc1ccc(Br)cc1C1C2=C(CC(C)(C)CC2=O)N(c2c(F)cccc2F)C2=C1C(=O)CC(C)(C)C2	-8	-10	1.4	0.0
O=C(CSc1nnnn1C1CCCC1)N1CCCc2ccccc21	7	4	2.3	-0.1
CCCNS(=O)(=O)c1ccc(OCC(=O)Nc2ccc(Oc3ccccc3)cc2)cc1	-9	2	-0.6	-0.1
O=C(Nc1ccc(-c2nc3ccccc3o2)cc1)C12CC3CC(CC(C3)C1)C2	-59	1	0.0	0.1
Cc1ccc(-c2nnc3c4ccccc4c(C)nn23)cc1S(=O)(=O)NC(C)(C)CO	-4	-15	-0.9	0.7
CCCOc1ccc(/C=C2/C(=O)ON=C2C)cc1Cl	20	-3	1.2	0.0
NC(=O)COc1ccc(S(=O)(=O)N2CCOCC2)cc1[N+](=O)[O-]	4	2	-0.1	-0.1
O=c1[nH]c2ccc(S(=O)(=O)Nc3ccccc3)cc2o1	-9	-39	-1.0	0.1
CCOCCCNC(=O)CCCC1=NS(=O)(=O)c2ccccc2N1	-6	-3	1.1	-0.1
COCCn1c(=O)[nH]c2ncc(-c3cccc4ccccc34)nc21	4	3	-0.4	0.4
Nc1c(C(=O)Nc2ccc(Cl)cn2)sc2nc3c(cc12)CCC3	12	94*	4.0	0.3
N#CCCN(C1CCCCC1)S(=O)(=O)CCOc1ccccc1	-2	2	-1.7	0.0
c1ccc(CN2CCc3nnc(C4CCCO4)n3CC2)cc1 (stereo not drawn)	-5	1	0.4	-0.1
FC(F)(F)c1ccc(Cn2cnc3c(NCCOc4ccccc4)nc(NC4CCN(Cc5ccccc5)CC4)nc32)cc1	4	-2	-1.6	-0.1
CCc1ccccc1NC(=O)CC(C)S(=O)(=O)c1ccc2c(c1)SC(C)C(=O)N2 (stereo not drawn)	3	5	2.0	0.1
Cc1ccccc1Oc1ncnc(N)c1[N+](=O)[O-]	-8	5	0.0	-0.1
O=C1CN(S(=O)(=O)c2ccc(Cl)cc2)CC(=O)N1CCc1ccccc1	5	-9	0.5	0.0
O=C(O)[C@H]1CCCC[C@H]1C(=O)NCCc1ccccc1	23	-1	1.7	0.0
COc1ccc(C2CC(=O)C3=C(C2)NC(C)=C(C(=O)OCc2ccccc2)C3c2ccc3c(c2)OCO3)cc1 (stereo not drawn)	-2	11	1.7	0.1
COc1ccc(-c2nc3ccccc3[nH]2)cc1OC	10	-14	-6.1	0.0
Cn1c(SCc2cc([N+](=O)[O-])cc3c2OCOC3)nnc1-c1ccccn1	-1	-2	0.3	0.0
Cc1ccc(C(=O)N[C@@H](C)Cn2nnc3ccccc32)cn1	1	6	1.5	-0.1
CCc1cccc2c1=NC(=O)C=2c1sc(N)nc1O	14	-16	1.9	0.2
CC(=O)c1ccc(Oc2cnccn2)cc1	44	11	-0.4	0.3
COC(=O)C1=C(C)NC(=O)NC1c1ccc(-c2cccc([N+](=O)[O-])c2)o1 (stereo not drawn)	-1	-15	2.8	0.0

Rewritten with two lines to a compound: entries from further up
Below each SMILES – MITF inh, TEAD-YAP block, GPR151 ag, FBW7 activator
> COc1ccc(-c2nc3ccccc3[nH]2)cc1OC
→ 10, -14, -6.1, 0.0
> Cn1c(SCc2cc([N+](=O)[O-])cc3c2OCOC3)nnc1-c1ccccn1
→ -1, -2, 0.3, 0.0
> Cc1ccc(C(=O)N[C@@H](C)Cn2nnc3ccccc32)cn1
→ 1, 6, 1.5, -0.1
> CCc1cccc2c1=NC(=O)C=2c1sc(N)nc1O
→ 14, -16, 1.9, 0.2

Next section.
SMILES	MITF inh	TEAD-YAP block	GPR151 ag	FBW7 activator
O=C1CCCN1CCn1cnc2c(Nc3ccc(Oc4ccccc4)cc3)nc(Nc3ccncc3)nc21	-4	-5	0.1	-0.1
O=C(c1ccco1)N(Cc1ccccc1)Cc1ccccc1	-1	-1	-1.3	0.3
CSc1nnc(NC(=O)c2ccccc2Br)s1	6	-3	-7.6	0.2
COc1ccc(C(=O)N2CCn3c2nc2ccccc23)cc1	8	-8	-4.4	0.3
CC(C)c1nc2cc3ccccc3cc2[nH]1	-3	-27	0.5	-0.2
CCN(CC)c1ccc(/C=C/C23NC(=O)CCN2c2ccc(C)cc2C3(C)C)cc1 (stereo not drawn)	40	52*	1.6	-1.1
CCCNC(=O)c1csc(Nc2ccncn2)n1	14	11	-0.1	0.2
Cc1nc(NC(=O)CCc2ccccc2)sc1C	9	-26	-0.2	0.2
CCN1CCN(CC(=O)NCCc2ccccc2)C(=O)C1=O	2	13	1.5	-0.2
O=C(NCC1CCC(c2nc3ccccc3[nH]2)CC1)c1cccnc1 (stereo not drawn)	-4	4	-0.2	0.1
COc1ccc(/C=C(\C(C)=N/NC(N)=O)c2ccccc2)cc1	10	0	-1.5	0.5
CCOC(=O)c1c[nH]c2ccc(Br)cc2c1=O	8	9	0.1	-0.2

Some of the entries so far, as labelled records:
> COc1ccc(C(=O)N2CCn3c2nc2ccccc23)cc1
  MITF inh: 8
  TEAD-YAP block: -8
  GPR151 ag: -4.4
  FBW7 activator: 0.3
> CC(C)c1nc2cc3ccccc3cc2[nH]1
  MITF inh: -3
  TEAD-YAP block: -27
  GPR151 ag: 0.5
  FBW7 activator: -0.2
> CCN(CC)c1ccc(/C=C/C23NC(=O)CCN2c2ccc(C)cc2C3(C)C)cc1 (stereo not drawn)
  MITF inh: 40
  TEAD-YAP block: 52*
  GPR151 ag: 1.6
  FBW7 activator: -1.1

In the list so far, these have a COOH group:
SMILES	MITF inh	TEAD-YAP block	GPR151 ag	FBW7 activator
CCN(CC)S(=O)(=O)c1ccc(-c2nnc(SCC(=O)O)n2CC)cc1	9	-1	0.5	0.1
O=C(O)[C@H]1CCCC[C@H]1C(=O)NCCc1ccccc1	23	-1	1.7	0.0
